# Source: PubChem (Broad Institute)
# ERAP1 inh: blocks human ERAP1 aminopeptidase activity; inhibition, % at 10.7 µM; AID 652197; Q9NZ08; recombinant ERAP1, Leu-AMC fluorescence, 60 min; 340,000 compounds, 0.15% hits;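 active = mean replicate inhibition of at least 30%, or all replicates individually reaching that 30% level; inactive = mean below 30% and not every replicate reaching it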;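 also: 0% = neutral control wells and 100% = L-leucinethiol positive control wells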
# Target sequence (Q9NZ08 whole entry, looked up): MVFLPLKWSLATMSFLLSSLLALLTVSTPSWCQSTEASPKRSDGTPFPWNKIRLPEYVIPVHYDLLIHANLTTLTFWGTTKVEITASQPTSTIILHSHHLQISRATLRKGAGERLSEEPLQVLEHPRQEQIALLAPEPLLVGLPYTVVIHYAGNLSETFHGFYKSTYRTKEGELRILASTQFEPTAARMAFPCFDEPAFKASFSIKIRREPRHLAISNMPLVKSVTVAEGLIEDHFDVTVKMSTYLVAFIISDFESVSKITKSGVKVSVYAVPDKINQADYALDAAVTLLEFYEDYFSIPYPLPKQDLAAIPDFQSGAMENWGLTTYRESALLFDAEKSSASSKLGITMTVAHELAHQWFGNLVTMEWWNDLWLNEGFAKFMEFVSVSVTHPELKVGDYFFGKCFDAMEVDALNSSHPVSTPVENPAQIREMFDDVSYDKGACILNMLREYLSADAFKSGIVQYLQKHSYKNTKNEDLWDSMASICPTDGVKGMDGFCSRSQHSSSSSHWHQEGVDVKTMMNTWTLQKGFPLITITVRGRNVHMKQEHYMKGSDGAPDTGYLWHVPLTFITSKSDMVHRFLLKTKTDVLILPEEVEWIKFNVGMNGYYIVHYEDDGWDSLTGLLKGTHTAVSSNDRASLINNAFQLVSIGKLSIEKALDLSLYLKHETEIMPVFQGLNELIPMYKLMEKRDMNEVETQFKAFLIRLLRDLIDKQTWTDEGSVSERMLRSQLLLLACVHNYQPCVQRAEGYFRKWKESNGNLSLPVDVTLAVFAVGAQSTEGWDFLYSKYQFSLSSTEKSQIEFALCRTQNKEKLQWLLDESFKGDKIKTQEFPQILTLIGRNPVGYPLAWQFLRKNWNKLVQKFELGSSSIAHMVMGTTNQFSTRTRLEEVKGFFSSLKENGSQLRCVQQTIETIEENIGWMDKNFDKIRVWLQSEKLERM
# CASP6 VEID inh: blocks human caspase-6 cleavage activity; P55212; purified caspase-6, Z-VEID-R110 cleavage fluorescence; inhibition, % at 12.5 µM; 350,000 compounds, 0.53% hits; AID 686996;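 active = mean inhibition across replicates at least about 35%, with every replicate also reaching that limit, limit read from the data; inconclusive = only one of the two criteria met; inactive = neither criterion met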;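 also: 0% = median of neutral control wells and 100% = no fluorescence left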
# ERp5 block: blocks human ERp5 reductase activity on insulin. ERp5 insulin aggregation, absorbance 650 nm, 90 min. 350,000 compounds, 0.05% hits. inhibition, % at 9.99 µM. Q15084;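 active = mean replicate inhibition above about 25%, with every replicate also reaching it, limit read from the data, passing the limit was not always enough; inconclusive = only one of those two criteria met; inactive = neither criterion met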
# miR-122 sensor: blocks miR-122 activity in Huh7 sensor cells; Huh7 miR-122 Renilla luciferase sensor, 48 h; neutral wells = 0, positive control = 100; activation (reporter increase), % at 12.5 µM; 340,000 compounds, 0.3% hits; AID 602342;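 active = mean replicate activation score at least 90 and every replicate individually at or above 90; inconclusive = only one of the two criteria met; inactive = neither criterion met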;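 also: higher luciferase means less miR-122 activity so hits act as miR-122 inhibitors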
# DENV2 CPE: DENV2-induced cell death inhibition; DENV2-infected cells, cytopathic effect rescue, plate reader; CPE inhibition, % at 9.99 µM; 350,000 compounds, 1.7% hits; in the data active = CPE inhibition above about 20%, passing the limit was not always enough; inconclusive = no clear call, values can overlap the other calls; tested in BHK-21 cells;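 also: 0% = median of neutral control wells and 100% = median of positive control wells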
# F508del corr: correctors of CFTR F508del function in bronchial epithelial cells; AID 720511; CFBE cells, YFP halide quenching; stimulated with forskolin plus potentiator P3; % fluorescence drop versus neutral controls; activity (quench increase), % at 7.58 µM; 350,000 compounds, 0.36% hits;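 active = mean added fluorescence quench of at least 8% versus neutral control, with both replicates also reaching 8%; inconclusive = only one of the mean or replicate conditions met; inactive = mean below 8% and not both replicates reaching 8%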;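 also: cells transiently co-express mutant CFTR-F508del with the halide-sensitive YFP; corrector assay measuring rescue of mutant channel to the surface after 24 h compound exposure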
# SIRT5 block: inhibitors of human sirtuin-5 desuccinylase; Purified SirT5, succinyl-peptide AMC, trypsin-coupled fluorescence; inhibition, % at 15 µM; 330,000 compounds, 1.1% hits; AID 652115; in the data active = inhibition above about 15%; inconclusive = no clear call, values can overlap the other calls
# Numbers without * were called inactive; ? = inconclusive; . = no result given; & = joins results of further samples; [ ] = remark or other dose.
SMILES,ERAP1 inh,CASP6 VEID inh,ERp5 block,miR-122 sensor,DENV2 CPE,F508del corr,SIRT5 block
CCNC(=O)Nc1ccc2c(c1)C(=O)N(C)[C@@H]1CC[C@H](CC(=O)NCC3CCCCC3)O[C@@H]1CO2,-2,-1,-9,0[16.7 µM],-3,1.0,-4
CCCc1ccc(OCC(O)CN2CCCC2)cc1 (stereo not given),0,-5,3,9,?,-8.7,-9
COc1cc2c(cc1OCc1ccccc1)/C(=C/C(=O)OCc1ccccc1)OC2,-4,2,4,.,10,-3.4,.
COc1cccc(-c2c(C(=O)N/N=C(\C)c3ccncc3)nnn2-c2nonc2N)c1,1,13,2,-1,17,0.9,1
CCC12OC(=N)C(C#N)(C1C)C(C#N)(C#N)C(c1ccccc1)O2 (stereo not given),-18,0,5,-12,7,.,-24
CCSc1nnc(NC(=O)C2CCCN(S(=O)(=O)c3cnc[nH]3)C2)s1 (stereo not given),1,-1,5,-5,-6,2.5,.
COc1ccc(NC(=O)Nc2cccc3c2O[C@H](CN(C)Cc2ccc4c(c2)OCO4)[C@@H](C)CN([C@@H](C)CO)C3=O)cc1,3,-24,1,?,-4,2.3,7
Cc1sc(NC(=S)NC(=O)CCc2ccccc2)c(C(N)=O)c1C,1,-2,-2,76,8,12*,-7
O=C(/C=C(\Nc1ccc(F)cc1)c1ccccc1)c1ccccc1,-4,1,14,.,-3,1.9,.
C[C@@H]1CN([C@@H](C)CO)C(=O)c2cc(NC(=O)NC3CCCCC3)ccc2O[C@@H]1CN(C)S(=O)(=O)c1ccccc1,-1,-5,-1,17[16.7 µM],-7,0.1,-1
Cc1noc(C)c1S(=O)(=O)Nc1ccc2c(c1)C(=O)N([C@@H](C)CO)C[C@@H](C)[C@@H](CN(C)S(=O)(=O)c1cccs1)OCCCC[C@@H](C)O2,.,.,.,6[16.7 µM],?,-3.5,.
CC1CCC(NC(=O)CN2CCN(S(=O)(=O)c3cccs3)CC2)CC1 (stereo not given),-2,-2,-9,0,0,0.7,0
O=C(NNC(=O)C1CCN(C(=O)Nc2ccccc2)CC1)c1ccc(F)cc1,2,25,-13,2,1,4.1,-1
Cc1ccc(C(=O)Oc2ccc(C(=S)N3CCOCC3)cc2)cc1,-2,-4,2,-2,12,-3.3,-6
CC(C)CNS(=O)(=O)c1cc2c3c(c1)CC(=O)N3CCC2,1,-1,3,16,6,.,-4
CCN(CC)S(=O)(=O)c1ccc(OC)c(NC(=O)CCc2c(C)noc2C)c1,11,-2,-2,1,-5,-5.3,-5
COc1cc(CNC2CCCc3ccccc32)cc(OC)c1OC (stereo not given),2,-4,-2,-6,?,4.8,4
CCCC(=O)N1CC2(CN(S(C)(=O)=O)C2)c2c([nH]c3cc(OC)ccc23)[C@H]1CO,-2,2,5,.,10,-3.7,1
CC1CCCN(CCCN2C(=O)C3C(C(=O)Nc4ccc(Cl)cc4)C4C=CC3(O4)C2C(=O)NC2CCCCC2)C1 (stereo not given),-8,-9,3,0,1,0.4,-3
C[C@H](CO)N1C[C@H](C)[C@@H](CN(C)Cc2ccc(Oc3ccccc3)cc2)Oc2ccc(NC(=O)CCC(F)(F)F)cc2CC1=O,.,.,.,3[16.7 µM],-4,-2.0,.
C[C@@H]1CCCCO[C@H](CN(C)S(=O)(=O)c2cn(C)cn2)[C@H](C)CN([C@@H](C)CO)C(=O)c2cc(NC(=O)Nc3ccccc3)ccc2O1,3,2,-1,10[16.7 µM],-2,-0.7,5
CCOC(=O)c1ccc2c(c1)[nH]c(=S)n2CC,-5,2,0,-7,-3,2.0,-2
Cc1cccc(NS(=O)(=O)c2cccc(C(=O)Nc3cccc(C(=O)O)c3)c2)c1,-27,-1,0,-1,1,-1.1,4
COc1ccc(CNC(=O)c2ccc3c(c2)N(C)C(=O)CS3=O)cc1 (stereo not given),.,1,6,4,13,-1.7,.
O=C(N/N=C/c1ccco1)c1cc(-c2ccc(Br)s2)[nH]n1,4,5,2,.,2,-0.1,-2
C[C@H]1CN([C@@H](C)CO)C(=O)Cc2cc(NC(=O)Nc3ccc(C(F)(F)F)cc3)ccc2O[C@@H]1CN(C)C(=O)Nc1ccc2c(c1)OCO2,0,1,-3,.,-11,1.9,14
COc1ccc(CC2(C)OC(c3ccc([N+](=O)[O-])cc3)=NN2C(C)=O)cc1 (stereo not given),2,1,4,.,-3,1.1,-3
O=C(CN1C(=O)c2ccccc2S1(=O)=O)c1ccc(F)c(F)c1,0,-4,-4,4,-6,-0.1,8
CC(O)/C=C/C1OC(=O)CC1Nc1ccc(C=O)cc1 (stereo not given),0,-4,-2,2,14,-3.6,1
Cc1ccc(C(=O)CCC(=O)OCC(=O)Nc2ccc3[nH]c(=O)[nH]c3c2)cc1,-2,1,-6,-1,-6,-0.8,-5
C[C@H](CO)N1C[C@H](C)[C@H](CN(C)Cc2ccc(C(F)(F)F)cc2)OCCCC[C@H](C)Oc2ccc(NS(=O)(=O)c3ccc(Cl)cc3)cc2C1=O,3,0,7,7[16.7 µM],?,2.9,15
O=C(CC[C@H]1O[C@@H](n2ccc(=O)[nH]c2=O)[C@H](O)[C@@H]1O)NCC1CCCO1 (stereo not given in full),1,16,2,3,-6,2.5,-15
Cc1cccc(NC(=O)Nc2ccc(C#N)cc2)n1,1,-4,-3,.,-9,2.6,.
Cc1ccc(S(=O)(=O)N2CCCCC2)cc1NC(=O)Cn1cnnn1,2,1,-1,-12,20,4.1,0
CCO[C@H]1OC(C(=O)Nc2ccccc2)=C[C@@H](c2cn(C(C)=O)c3ccccc23)[C@@H]1CCCO,3,-2&0,-2&0,-4,3&12,-0.2&-1.4,8
O=S(=O)(c1cccs1)N1CCCCN2[C@@H](CO)[C@H](c3ccc(C4=CCCC4)cc3)[C@@H]2C1,4,-1,-3,2[16.7 µM],12,-3.1,1
CC1(c2ccc(OC(F)F)cc2)NC(=O)N(CC(=O)Nc2ccc(F)cc2)C1=O (stereo not given),0,-5,2,8,-4,1.5,-2
COc1cc(C(=O)OCc2ccccc2C#N)ccc1OCC(=O)N1CCOCC1,2,0,-11,-7,-3,-4.2,0
COc1ccc(-c2noc(N3CCC(C(=O)Nc4ccccc4OC)CC3)n2)cc1,4,-2,-4,.,-1,0.0,1
CCC(=O)N(C)C[C@H]1Oc2ncc(C#CC(C)C)cc2C(=O)N([C@@H](C)CO)C[C@H]1C,2,-1,-4,.,1,-1.3,-2
Cc1cc(O)cc(=O)n1-c1cc(F)c(F)c(F)c1,-1,0,-2,.,-21,-0.1,.
CC1(C(=O)NS(=O)(=O)c2cccs2)CCN1C(=O)c1cccc(F)c1 (stereo not given),1,0,2,-6,-11,-1.1,-3
O=C(CCS(=O)(=O)c1ccc(Cl)cc1)Nc1nc(-c2ccncc2)cs1,-1,-15,5,-2,3,-4.4,-3
CCCc1cn(CC[C@@H]2CC[C@@H](NC(=O)C3CC3)[C@H](CO)O2)nn1,2,-2,-1,.,-5,-1.1,10
CCCCOC(=O)Nc1nnc(/C=C/c2ccc(OC)cc2)s1,6,1,-1,.,8,.,1
CCC/C=C/c1ccc(CN2C(C)C(=O)N(Cc3cn(CCC4OCCCO4)nn3)CCS2(=O)=O)cc1 (stereo not given),6,3,3,-1,4,0.3,22*
C[C@H](CO)N1C[C@H](C)[C@H](CN(C)S(=O)(=O)c2cn(C)cn2)Oc2ccc(NC(=O)CCCCCC(=O)Nc3ccccc3N)cc2CC1=O,-2,0,-5,-5[16.7 µM],0,0.9,.
O=C1NC(=S)S/C1=C/c1ccc(OC(=O)c2ccco2)cc1,1,13,0,0,-8,3.7,81*
COc1ccccc1NC(=O)NNC(=O)c1ccc2ccccc2c1O,-6,8,1,0,-8,-0.7,1
CCCCn1c(SCC(=O)Nc2cc(C)on2)nnc1-c1cccs1,1,-2,?,-16,?,0.7,0

# Structures above that have an aryl methoxy group:
SMILES,ERAP1 inh,CASP6 VEID inh,ERp5 block,miR-122 sensor,DENV2 CPE,F508del corr,SIRT5 block
COc1cc2c(cc1OCc1ccccc1)/C(=C/C(=O)OCc1ccccc1)OC2,-4,2,4,.,10,-3.4,.
COc1cccc(-c2c(C(=O)N/N=C(\C)c3ccncc3)nnn2-c2nonc2N)c1,1,13,2,-1,17,0.9,1
COc1ccc(NC(=O)Nc2cccc3c2O[C@H](CN(C)Cc2ccc4c(c2)OCO4)[C@@H](C)CN([C@@H](C)CO)C3=O)cc1,3,-24,1,?,-4,2.3,7
CCN(CC)S(=O)(=O)c1ccc(OC)c(NC(=O)CCc2c(C)noc2C)c1,11,-2,-2,1,-5,-5.3,-5
COc1cc(CNC2CCCc3ccccc32)cc(OC)c1OC (stereo not given),2,-4,-2,-6,?,4.8,4
CCCC(=O)N1CC2(CN(S(C)(=O)=O)C2)c2c([nH]c3cc(OC)ccc23)[C@H]1CO,-2,2,5,.,10,-3.7,1
COc1ccc(CNC(=O)c2ccc3c(c2)N(C)C(=O)CS3=O)cc1 (stereo not given),.,1,6,4,13,-1.7,.
COc1ccc(CC2(C)OC(c3ccc([N+](=O)[O-])cc3)=NN2C(C)=O)cc1 (stereo not given),2,1,4,.,-3,1.1,-3
COc1cc(C(=O)OCc2ccccc2C#N)ccc1OCC(=O)N1CCOCC1,2,0,-11,-7,-3,-4.2,0
COc1ccc(-c2noc(N3CCC(C(=O)Nc4ccccc4OC)CC3)n2)cc1,4,-2,-4,.,-1,0.0,1
CCCCOC(=O)Nc1nnc(/C=C/c2ccc(OC)cc2)s1,6,1,-1,.,8,.,1
COc1ccccc1NC(=O)NNC(=O)c1ccc2ccccc2c1O,-6,8,1,0,-8,-0.7,1

# Molecules from the list above that contain an aryl thioether with sulfur outside any ring:
SMILES,ERAP1 inh,CASP6 VEID inh,ERp5 block,miR-122 sensor,DENV2 CPE,F508del corr,SIRT5 block
CCSc1nnc(NC(=O)C2CCCN(S(=O)(=O)c3cnc[nH]3)C2)s1 (stereo not given),1,-1,5,-5,-6,2.5,.
CCCCn1c(SCC(=O)Nc2cc(C)on2)nnc1-c1cccs1,1,-2,?,-16,?,0.7,0
